Bioassay records from PubChem.
KLK7 zymogen act – proKLK7 (human) activation, primary screen; activation, % at 7 µM; purified proKLK7, EDANS-DABCYL substrate fluorescence; 100% is mature enzyme control, 0% vehicle; P49862; AID 652039; 370,000 compounds, 0.9% hits;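 active = activation above the mean of all tested compounds plus 3 SD, computed per campaign excluding outliers beyond control limits, cut at about 13% in these data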
Target sequence (P49862 whole entry, looked up): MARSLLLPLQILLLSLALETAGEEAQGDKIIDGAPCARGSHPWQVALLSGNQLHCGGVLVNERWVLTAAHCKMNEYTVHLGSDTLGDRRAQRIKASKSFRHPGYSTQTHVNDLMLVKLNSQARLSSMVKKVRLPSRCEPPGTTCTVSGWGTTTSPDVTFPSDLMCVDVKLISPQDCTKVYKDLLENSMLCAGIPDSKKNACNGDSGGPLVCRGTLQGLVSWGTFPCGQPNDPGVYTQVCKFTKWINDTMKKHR
ARFGAP1 inh – rat ARFGAP1 inhibition; Arfgap1-stimulated ARF1 GTP hydrolysis, GDP FP detection; Q62848; 360,000 compounds, 0.26% hits; inhibition, % at 16.5 µM;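 active = inhibition above a per-plate limit, mean inhibition of low control wells plus 3 SD, cut at about 25% in these data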;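 also: 0% = DMSO wells with enzyme and 100% = wells lacking Arfgap1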
Target sequence (Q62848 1-136 limits assumed): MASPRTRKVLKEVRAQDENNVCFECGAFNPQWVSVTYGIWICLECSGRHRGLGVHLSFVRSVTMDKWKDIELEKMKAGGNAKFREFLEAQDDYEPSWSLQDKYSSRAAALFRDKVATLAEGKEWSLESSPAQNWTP
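Assay system: Rat Arfgap1 GAP domain (His6, aa 1-136), purified enzyme | Buffer or medium: HEPES 25 mM pH 7.5, NaCl 150 mM, MgCl2, DTT | Schedule: GTP hydrolysis reaction 2 h at 25 °C | Signal: FP of antibody-bound GDP Alexa 633 tracer, ex 620/em 688 nm | Measure: Percent inhibition of Arfgap1-stimulated GTP hydrolysis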
DDE Tn7 FP inh – inhibitors of Tn7 peptide binding to human fibrin DD(E); P02675; FP displacement of FITC-Tn7 peptide from fibrin DD(E); 0% = median of compound wells per plate; inhibition, % at 8.3 µM; 370,000 compounds, 0.13% hits; AID 720508;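 active = inhibition above the mean of compounds falling within the control limits plus 3 SD of them, cut at about 14% in these data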;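 also: 0% = plate median of compound wells and 100% = 10 µM Aha-Tn7 peptide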
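Assay system: Human clot-derived fibrin DD(E) complex | Buffer or medium: Tris/NaCl/CaCl2 buffer, pH 7.8 | Repeats: One replicate per compound | Benchmarks: Aha-Tn7 high control | Measure: % inhibition scaled between sample-field median and high-control FP | Schedule: 10 min plus 3 h, room temperature | Signal: Fluorescence polarization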
NR1D1 modulator – modulators of human Rev-erb alpha DNA binding. Rev-erbα–FITC-DNA binding, fluorescence polarization, 90 min. activity, % at 10 µM. AID 1259318. 370,000 compounds, 0.79% hits. P20393;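 active = activity above about 14%, limit read from the data; passing the limit was not always enough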;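 also: 0% = DMSO wells with 35 nM protein and 100% = DMSO wells with 750 nM protein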
UHRF1 MBD2 ctr – human UHRF1 methylated DNA binding inhibitors | AID 687016 | UHRF1 binding to methylated oligo, TR-FRET | Q96T88 | 370,000 compounds, 0.75% hits | inhibition, % at 4.4 µM; in the data active = inhibition above about 21%;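 also: UHRF1 SRA domain binding a hemimethylated CpG hairpin DNA probe; 0% = median of test compound wells and 100% = reference inhibitor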
PLCg1 inh – blocks human PLC-gamma1 enzyme activity. purified PLC-gamma1, fluorogenic substrate, fluorescence. P19174. inhibition, % at 12.2 µM. 370,000 compounds, 0.84% hits; in the data active = inhibition above about 9.5%
ASAP1 inh – inhibitors of human ASAP1 ArfGAP activity; ASAP1-stimulated ARF1 GTP hydrolysis, GDP FP detection; 360,000 compounds, 0.19% hits; Q9ULH1; inhibition, % at 16.5 µM; AID 624377; in the data active = inhibition above about 25%;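 also: 0% = vehicle with enzyme and substrate and 100% = no enzyme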
Target sequence (Q9ULH1 325-724 limits assumed): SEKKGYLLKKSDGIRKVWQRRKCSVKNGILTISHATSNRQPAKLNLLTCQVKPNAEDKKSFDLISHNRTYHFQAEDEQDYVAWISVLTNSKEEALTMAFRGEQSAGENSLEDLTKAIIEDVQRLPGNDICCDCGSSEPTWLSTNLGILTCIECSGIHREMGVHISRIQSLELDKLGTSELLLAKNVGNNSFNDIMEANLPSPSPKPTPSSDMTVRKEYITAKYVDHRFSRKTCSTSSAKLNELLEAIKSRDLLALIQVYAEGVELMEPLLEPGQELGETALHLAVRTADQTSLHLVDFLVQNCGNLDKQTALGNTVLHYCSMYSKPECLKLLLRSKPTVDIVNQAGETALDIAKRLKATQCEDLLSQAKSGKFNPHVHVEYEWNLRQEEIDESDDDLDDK
sPLA2-III inh – Blocks human group III sPLA2 activity. Q9NZ20. QFRET BODIPY PC-A2 liposome hydrolysis, fluorescence. inhibition, % at 12.2 µM. 370,000 compounds, 0.56% hits. AID 743126;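 active = inhibition above mean plus 3 SD of compounds lying within the high and low control bounds, cut at about 19% in these data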;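 also: 0% = median of test compound wells and 100% = no enzyme DMSO wells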
DDE Tn6 FP inh – inhibitors of Tn6 peptide binding to human fibrin DD(E). P02675. Fibrin DD(E) TRITC-Tn6 fluorescence polarization displacement. inhibition, % at 8.3 µM. 370,000 compounds, 0.21% hits. AID 720509;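 active = inhibition above a per-campaign cutoff: mean of compounds within control limits plus 3 SD, cut at about 15% in these data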;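 also: 0% = median of all compound wells on the plate and 100% = blocking peptide control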
PLC-beta3 inh – PLC-beta3 (human) inhibition, primary screen; Q01970; Purified PLC-beta3, fluorogenic substrate, fluorescence; inhibition, % at 12.2 µM; 370,000 compounds, 0.18% hits; in the data active = inhibition above about 11%;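 also: 0% = median of compound wells on plate and 100% = full blocker control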
The depositor's hits bear a star; . = not tested or not shown.

PLCg1 inh	ASAP1 inh	sPLA2-III inh	DDE Tn6 FP inh	KLK7 zymogen act	NR1D1 modulator	DDE Tn7 FP inh	UHRF1 MBD2 ctr	PLC-beta3 inh	ARFGAP1 inh	molecule
7	4	13	-4	0.2	3	1	1	-5	-6	O=c1[nH]cnc2c1ncn2[C@@H]1C[C@@H](O)[C@H](CO)O1
4	13	15	-10	-0.7	3	-12	3	6	8	COc1ccc(CC(N)c2csc(NC(=O)NC(c3ccccc3)c3ccccc3)n2)cc1 (stereo unspecified)
-3	-10	0	-4	0.0	-4	5	-4	-3	2	Clc1ccc(-c2c[nH]c3ccccc23)nn1
1	4	7	-6	0.0	1	-1	0	-7	17	COCCn1c(SCC(=O)NC2CCCCC2C)nc2ccccc2c1=O (stereo unspecified)
-142	6	-2	-2	-1.4	10	-3	14	-177	-11	COc1cc(-c2nnc(-c3ccccc3)o2)cc(OC)c1OC
0	-2	-8	-4	0.2	0	2	4	-2	15	Oc1oc(-c2ccco2)nc1C=Nc1cccc(Cl)c1
-6	3	-61	-8	0.2	3	-1	5	-19	-7	CCOC(=O)c1c(NC(=O)C(C)OC(=O)c2ccc(NC(=O)CC#N)cc2)sc2c1CCCC2 (stereo unspecified)
10*	2	13	6	-0.6	-2	-10	-2	4	-9	Cn1cc(/C=N/NC(N)=S)c2ccccc21
-6	3	-11	4	-0.3	2	2	6	-9	7	CN(C(=O)CN1CCN(c2cc(-c3ccc(OCc4ccccc4)cc3)ncn2)CC1)c1ccccc1
-1	0	0	-3	0.2	-4	1	0	1	8	Cc1oc(-c2cc(F)ccc2F)nc1CN1CCN(C)C(=O)[C@@H]1C
-175	-3	4	7	-44	-2	-2	-3	-205	-3	Cc1cccn2c(N)c(-c3ccccc3)nc12
3	-8	1	3	-0.1	2	-8	-1	4	5	Cn1c(=O)cc(OCC(=O)NCCCN2CCN(Cc3ccccc3)CC2)c2ccccc21
3	2	1	-1	1.1	-3	-6	2	3	1	C#CCOCCOCCOCCNc1nc(N2CCN(C(=O)[C@H]([C@@H](C)CC)n3cc(CCC(=O)O)nn3)CC2)nc(N2CCN(C(=O)[C@H](CCCCN)n3cc(CC(C)O)nn3)CC2)n1 (stereo partly specified)
-3	-3	2	1	0.2	-4	9	-1	-7	-2	Cc1ccc(N2C(=O)C3C4C=CC(CC4)C3C2=O)cc1Br (stereo unspecified)
0	3	-1	-1	0.0	-1	0	0	1	1	Cc1ccc(NC(=O)CSc2nnc(Cn3c(=O)sc4ccccc43)n2C)cc1
0	-9	-1	4	-0.4	1	0	-3	0	-10	CC(=O)CCc1oc2ccccc2c1-c1ccccc1
3	0	4	4	-0.1	0	-1	-2	6	-6	CC1CC(NC(=O)C2(C)CC2(Cl)Cl)CC(C)(C)C1 (stereo unspecified)
1	-6	11	0	0.6	-4	-3	4	-4	15	Cc1ccc(C(=O)Nc2c(-c3ccccc3)[nH][nH]c2=O)cc1
3	-10	-4	0	0.3	0	2	3	0	0	CC(=O)c1ccc(NC(=O)CN(C)CC(=O)Nc2cccc(F)c2)cc1
-11	3	-54	-2	0.6	1	-2	17	-17	-1	CC1=CCC2C(=O)N(CCc3c[nH]c4ccccc34)C(=O)C2C1 (stereo unspecified)
-3	.	-37	6	-0.2	6	3	-1	-3	.	CCOc1ccc(-n2c(SCC(=O)Nc3ccc(S(=O)(=O)Nc4nccs4)cc3)nnc2-c2ccccc2)cc1
0	-1	-3	2	0.1	5	5	-1	-9	14	COc1ccc(CCNC(=O)COc2ccc(N(C)S(=O)(=O)c3ccc(C)cc3)cc2)cc1
-147	14	20*	-6	0.5	4	-5	3	-189	-2	N#Cc1c(C(F)(F)F)cc(-c2ccco2)nc1SCc1ccccn1
1	12	12	2	0.6	4	3	2	-6	9	Cn1c(CNc2cccc(C(F)(F)F)c2)n[nH]c1=S
-2	-13	-18	-8	0.2	-3	3	-4	-10	-18	O=C(O)CN1C(=O)/C(=C\c2cc(Br)ccc2OCc2ccc(Cl)cc2)SC1=S
9	-9	-17	-3	-0.6	12	3	1	10	5	Cc1ccccc1OCC(=O)Nc1ccc(C)c(S(=O)(=O)N2CCCCCC2)c1
3	-3	-1	6	0.1	5	-6	-2	-6	0	O=C(CSc1ccccc1C(=O)O)NC1CCCCCC1
-1	6	12	-10	0.0	-13	7	2	-1	0	COc1ccc(CN2C(=O)c3ccccc3C2=O)cc1C(=O)Nc1ccc(C)cc1C
-1	-5	-6	3	-0.3	1	-3	0	0	-13	CC(C)(C)c1nc(C(C)(C)C)c(Br)c(=O)[nH]1
1	8	-1	-2	-0.1	-1	-8	-5	2	16	Cc1c(C(=O)NCc2cccnc2)sc2nc(-c3ccc(F)cc3)cn12

Reprinted from the results shown for reference:
PLCg1 inh	ASAP1 inh	sPLA2-III inh	DDE Tn6 FP inh	KLK7 zymogen act	NR1D1 modulator	DDE Tn7 FP inh	UHRF1 MBD2 ctr	PLC-beta3 inh	ARFGAP1 inh	molecule
0	-9	-1	4	-0.4	1	0	-3	0	-10	CC(=O)CCc1oc2ccccc2c1-c1ccccc1
3	0	4	4	-0.1	0	-1	-2	6	-6	CC1CC(NC(=O)C2(C)CC2(Cl)Cl)CC(C)(C)C1 (stereo unspecified)
1	-6	11	0	0.6	-4	-3	4	-4	15	Cc1ccc(C(=O)Nc2c(-c3ccccc3)[nH][nH]c2=O)cc1

(listing goes on)
PLCg1 inh	ASAP1 inh	sPLA2-III inh	DDE Tn6 FP inh	KLK7 zymogen act	NR1D1 modulator	DDE Tn7 FP inh	UHRF1 MBD2 ctr	PLC-beta3 inh	ARFGAP1 inh	molecule
-335	-3	6	-7	-3.5	7	-9	2	-430	1	Cc1cc(NC(C)c2ccccc2)n2ncc(-c3ccccc3)c2n1 (stereo unspecified)
1	-14	-5	-3	-0.2	1	3	3	-1	1	CCOC(=O)C1CCN(S(=O)(=O)c2ccc(C(C)(C)C)cc2)CC1
1	.	-4	1	.	-7	4	0	1	.	CCOc1ccc(CCNC(=O)c2ccc3[nH]ccc3c2)cc1OCC
-36	-1	-4	-3	-0.9	-2	-3	-3	-61	2	C/C(=N\Nc1cc(C)nc(-c2ccccc2O)n1)c1ccccc1O
-3	0	-14	6	0.5	-5	-4	3	-5	1	N#Cc1ccccc1NS(=O)(=O)c1cc2c3c(c1)CCC(=O)N3CCC2
-5	-9	-4	1	-0.2	-3	-7	0	0	2	O=C(NCc1ccc(F)cc1)C1CCN(S(=O)(=O)N2CCCCC2)CC1
-90	5	2	2	-2.4	1	2	4	-110	4	CCOC(=O)c1sc2nccc(N(C)C)c2c1N=CNOCc1c(F)cccc1Cl
2	3	8	-9	-0.1	-1	1	0	-5	-10	CN(C(=O)CSc1nccc(=O)[nH]1)C1CCCCC1
5	4	-17	3	-0.4	5	-1	2	-5	11	Cc1ccc(S(=O)(=O)NCC(=O)OCc2csc(-c3ccccc3)n2)cc1
5	13	1	4	0.0	-16	0	-2	-2	13	Cc1ccc(NC(=O)COc2ccc3c(c2)OCO3)c(Cl)c1
0	7	-3	2	-0.4	2	8	-2	-11	3	CCOc1ccc(S(=O)(=O)N/N=C(\C)c2ccc3c(c2)OCO3)cc1
-2	-2	2	-1	17*	-6	-5	-1	-2	11	O=C(/C=C\c1ccccc1)Nc1nccs1
2	8	1	0	0.1	0	-2	-2	-1	9	Cc1c(Br)c(C(F)(F)F)nn1CC(=O)NCCN1CCOCC1
0	14	6	-1	0.6	-1	0	1	4	7	O=C(Cn1cc(C(=S)N2CCOCC2)c2ccccc21)N1CCOCC1
-1	-5	7	-5	0.0	-4	2	1	-5	3	Cc1cc([N+](=O)[O-])nn1CCCC(=O)NC1CCCCC1
-8	14	-14	-15	-0.2	-7	-3	-5	-8	5	COc1cccc(/C=N/NC(=O)c2[nH]c(C)c(C(=O)N/N=C/c3cccc(OC)c3)c2C)c1
1	-3	-1	4	-0.6	0	3	2	-6	5	Cc1cccc(OCC(=O)NC2CCCC2)c1
-1	5	-4	9	0.2	-2	0	1	2	-5	CCC(=O)N1CCc2cc(S(=O)(=O)NC(C(=O)NC3CCCc4ccccc43)C(C)C)ccc21 (stereo unspecified)
4	1	3	2	0.5	-1	-4	2	-4	19	CC(=O)N1CCOc2ccc(S(=O)(=O)N(C)c3cccc(C)c3)cc21
2	12	6	2	0.6	3	5	-1	-1	-14	Cc1ccccc1-c1noc(CCC(=O)NCC2CCCO2)n1 (stereo unspecified)
2	-3	-4	4	-0.2	-1	-7	-2	-5	-8	CN1CCN(c2oc(-c3cccs3)nc2S(=O)(=O)c2ccccc2)CC1
-2	10	6	3	-0.2	-5	-3	1	-2	-3	CCOc1ccc(N2C(=O)CCC2=O)cc1
-1	7	-3	3	-1.0	-2	1	0	0	10	CC(=O)Nc1ccc(S(=O)(=O)N(C)CC(=O)N/N=C/c2cccc(O)c2)cc1
-23	9	6	2	0.2	7	4	-7	-27	1	CCOC(=O)NCc1ccc2[nH]c(C)cc2c1
1	3	-3	-2	-0.3	1	-2	-1	1	1	CC(O)[C@H]1CNCCN1CCc1cc(C(F)(F)F)cc(C(F)(F)F)c1 (stereo partly specified)
4	-3	6	-2	-0.3	0	-1	0	-3	4	Nc1ncc([N+](=O)[O-])c(N2CCCCCC2)n1
-18	-10	-2	4	0.0	-10	6	-1	-30	0	NC(=O)c1nsc(C(=O)N(c2ccccc2)C(C(=O)NC2CCCC2)c2ccncc2)c1N (stereo unspecified)
3	.	2	4	.	-3	-4	-1	4	.	C[C@H]1[C@@H](NC(=O)c2ccc(C(F)(F)F)cc2)CC[C@@]23CCCN2C(=O)CCC[C@@H]13
-2	7	15	2	0.3	1	3	5	-1	-9	CCN1CCN(S(=O)(=O)c2ccc(C)c([N+](=O)[O-])c2)CC1
2	-2	0	6	-0.2	1	4	-4	0	1	O=C(Nn1c(-c2ccccc2)nc2ccccc2c1=O)c1ccco1
1	0	-24	0	-0.8	3	1	-2	-8	21	COc1cc(NC(=O)C(C)Oc2ccccc2)ccc1NC(=O)COc1ccccc1 (stereo unspecified)
2	3	-2	6	-0.7	-1	4	1	2	2	Cc1ccccc1-n1c(=O)cc(NCC2CCCO2)[nH]c1=O (stereo unspecified)
-3	-9	1	3	0.5	-1	1	0	1	-6	Cc1ccc(CNC(=O)CN(C2CCCCC2)S(C)(=O)=O)cc1
3	-11	-3	-4	0.4	-4	1	0	0	11	Cc1nc2ncnn2c(N2CCCC(C(=O)Nc3ccc4c(c3)CCC4)C2)c1C (stereo unspecified)
-17	.	0	3	.	-5	0	0	-25	.	COc1ccc([C@@]23CCN=C2c2[nH]c4ccccc4c2CCN3)c(N)c1
0	-13	4	0	0.2	8	2	2	-1	7	CCCNC(=O)c1cc(C2CCCCN2S(=O)(=O)c2cccc3cccnc23)on1 (stereo unspecified)
